Screening data from PubChem BioAssay.
IDE exosite inh – displaces the probe from the exo-site of human IDE; P14735; purified IDE, FL-6b probe fluorescence polarization; active compounds read low; z-score at 20 µM; 17,000 compounds, 6.3% hits;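 active = z-score of -3 or lower, meaning strong loss of probe binding signal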;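 note: His-tagged human IDE residues 42-1019 made in E. coli with 30 nM FL-6b probe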
Target sequence (P14735 42-1019 limits assumed): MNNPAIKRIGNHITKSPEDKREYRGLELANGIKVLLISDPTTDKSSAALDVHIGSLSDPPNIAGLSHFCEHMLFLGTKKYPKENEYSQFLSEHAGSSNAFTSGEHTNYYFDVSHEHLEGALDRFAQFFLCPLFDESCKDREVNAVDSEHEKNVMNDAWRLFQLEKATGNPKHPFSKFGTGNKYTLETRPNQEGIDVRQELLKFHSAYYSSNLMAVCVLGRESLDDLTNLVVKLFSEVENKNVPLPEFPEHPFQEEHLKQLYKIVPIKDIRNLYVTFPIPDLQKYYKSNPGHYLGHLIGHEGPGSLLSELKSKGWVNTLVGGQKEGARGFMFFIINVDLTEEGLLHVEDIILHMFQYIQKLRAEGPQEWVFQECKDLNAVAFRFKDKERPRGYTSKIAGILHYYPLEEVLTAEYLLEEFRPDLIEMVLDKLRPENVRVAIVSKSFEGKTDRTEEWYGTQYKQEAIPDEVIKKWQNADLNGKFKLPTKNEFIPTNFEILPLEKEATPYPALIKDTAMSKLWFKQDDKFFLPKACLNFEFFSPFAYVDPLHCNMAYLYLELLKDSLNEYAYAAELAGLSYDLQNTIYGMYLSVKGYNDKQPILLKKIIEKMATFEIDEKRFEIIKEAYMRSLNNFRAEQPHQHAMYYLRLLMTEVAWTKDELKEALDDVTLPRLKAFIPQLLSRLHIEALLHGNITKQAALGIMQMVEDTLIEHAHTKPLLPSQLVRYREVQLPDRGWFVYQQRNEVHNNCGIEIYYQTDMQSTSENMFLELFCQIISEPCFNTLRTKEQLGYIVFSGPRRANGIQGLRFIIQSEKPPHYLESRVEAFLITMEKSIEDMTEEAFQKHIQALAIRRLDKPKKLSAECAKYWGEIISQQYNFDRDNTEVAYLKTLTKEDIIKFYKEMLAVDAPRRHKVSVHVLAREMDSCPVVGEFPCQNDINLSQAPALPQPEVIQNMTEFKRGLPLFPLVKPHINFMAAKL
* marks the source's active call; other numbers are inactive results; ! = not confirmed by another sample.

SMILES	IDE exosite inh
N#C[C@H]1[C@@H](c2ccccc2C2=CCCCC2)[C@H](CO)N1C(=O)C1CCOCC1	3.5
CNC[C@@H]1OCCCC[C@@H](C)Oc2ccc(NS(=O)(=O)c3ccc(F)cc3)cc2C(=O)N([C@@H](C)CO)C[C@H]1C	0.19
CO[C@@H](CN(C)C(=O)c1ccccc1F)[C@@H](C)CN([C@H](C)CO)S(=O)(=O)c1ccc(F)cc1	1.7
N#C[C@H]1[C@@H](c2ccccc2)[C@@H](CO)N1S(=O)(=O)c1cccc(F)c1	0.8
CN(C)C(=O)c1ccc(-c2ccc(C3[C@@H]4CN(S(=O)(=O)c5ccccc5F)C[C@H]3N4)cc2)cc1 (some centres undefined)	1.3
CN(C[C@H]1N[C@@H](CO)[C@@H]1c1ccc(C2=CCCC2)cc1)C(=O)c1ccccn1	4.6
C[C@@H]1CCCCO[C@H](CN(C)C(=O)Nc2cccc3ccccc23)[C@H](C)CN([C@@H](C)CO)C(=O)c2cc(NC(=O)CCC(F)(F)F)ccc2O1	-0.17
O=S(=O)(c1ccccc1)N1CCCCN2[C@H](CO)[C@H](c3ccc(C#CC4CCCC4)cc3)[C@@H]2C1	-1.6
O=C(C[C@H]1C[C@@H]2c3cc(NS(=O)(=O)c4ccc(F)cc4)ccc3O[C@@H]2[C@H](CO)O1)NCc1cccnc1	0.63
COc1ccc(-c2cnc3c(c2)C(=O)N([C@H](C)CO)C[C@@H](C)[C@@H](CN(C)C(=O)Nc2c(C)noc2C)O3)cc1	0.83
C[C@@H]1CN([C@H](C)CO)C(=O)CCCn2nncc2CO[C@@H]1CN(C)Cc1ccc(C(=O)Nc2ccccc2N)cc1	-0.19
COc1ccc2c3c([nH]c2c1)[C@H](CO)N(C(=O)Nc1ccc(F)cc1)CC31CCN(CC2CCOCC2)CC1	-0.017
O=C(c1cccc(F)c1)N1CC(=O)N2[C@H](C1)[C@H](c1ccc(-c3ccccc3)cc1)[C@@H]2CO	3.7
N#Cc1ccc(-c2ccc([C@@H]3[C@@H](CO)N4C(=O)CNC[C@H]34)cc2)cc1	-0.095
C/C=C/c1ccc([C@@H]2[C@H]3CN(Cc4ccccc4)CC(=O)N3[C@H]2CO)cc1	1.1
CN(C)CC(=O)N1[C@H](C#N)[C@H](c2ccccc2-c2cccc(C(=O)N(C)C)c2)[C@@H]1CO	4.1
O=C(C[C@H]1CC[C@H](NC(=O)c2cccnc2)[C@H](CO)O1)NCc1ccc(Cl)c(Cl)c1	1.2
C[C@@H]1CN([C@H](C)CO)C(=O)CCCn2nncc2CO[C@@H]1CN(C)S(=O)(=O)c1ccc(Oc2ccccc2)nc1	-0.64
O=C(Nc1cc(F)ccc1F)N[C@H]1CC[C@H](CC(=O)N2CCc3ccccc3C2)O[C@@H]1CO	2
CN1CCN(C(=O)C[C@@H]2CC[C@H]3[C@@H](COC[C@@H](O)CN3C(=O)Nc3ccc4c(c3)OCO4)O2)CC1	-0.22
CC(=O)N1CCCCN2[C@H](CO)[C@H](c3ccc(-c4cccc(C(=O)N(C)C)c4)cc3)[C@@H]2C1	4.7
COc1ccc(NC(=O)N(C)C[C@@H]2OCCCC[C@H](C)Oc3ccc(NC(=O)c4ccncc4)cc3C(=O)N([C@@H](C)CO)C[C@@H]2C)cc1	1.2
CS(=O)(=O)N1CC2(C1)[C@@H](c1ccccc1)[C@@H](CO)N2Cc1ccccc1	-1.5
COCC(=O)N1CCCCN2[C@@H](CO)[C@H](c3ccc(-c4ccc(F)cc4)cc3)[C@@H]2C1	2.1
CCCC(=O)Nc1ccc2c(c1)C(=O)N(C)[C@H]1CC[C@H](CC(=O)N3CCCCC3)O[C@@H]1CO2	0.53
CCCNC(=O)N1[C@H](C#N)[C@H](c2ccccc2-c2ccccc2)[C@@H]1CO	2
O=C(NC[C@H]1[C@@H](c2ccccc2)[C@@H](CO)N1C(=O)Cc1cccnc1)C1CC1	4.4
O=C(NCC[C@@H]1CC[C@@H](NC(=O)C2CCOCC2)[C@@H](CO)O1)c1cc(Cl)cc(Cl)c1	1.1
CS(=O)(=O)N1CC(=O)N2[C@H](C1)[C@H](c1ccc(C#Cc3ccc(F)cc3)cc1)[C@@H]2CO	0.35
COc1ccccc1-c1cnc2c(c1)C(=O)N([C@@H](C)CO)C[C@H](C)[C@@H](CN(C)C(=O)CC1CC1)O2	-0.29
O=C(C[C@H]1CC[C@@H](NC(=O)c2ccc(F)cc2)[C@@H](CO)O1)NCCc1ccccc1	1.9
CN(C)C(=O)c1ccc(-c2ccc(C3[C@H]4CNC[C@@H]3N4S(=O)(=O)c3ccccc3)cc2)cc1 (some centres undefined)	1
COc1ccc(C(=O)N2C[C@@H]3[C@H](c4ccccc42)[C@@H](CO)N3Cc2ccccc2Cl)cc1	1.9
COc1ccc(S(=O)(=O)N(C)C[C@H]2Oc3ccc(NC(=O)Nc4ccc(C(F)(F)F)cc4)cc3C(=O)N([C@H](C)CO)C[C@@H]2C)cc1	1.1
CNC(=O)C[C@H]1CC[C@H]2[C@@H](COc3ccc(NC(=O)c4ccccc4F)cc3C(=O)N2C)O1	-0.44
CN(C)C(=O)c1ccc(-c2ccc([C@H]3[C@H](CO)N4CCCCN(CCC(F)(F)F)C[C@@H]34)cc2)cc1	1.2
O=C(Nc1ccccc1)N1CCCCN2[C@@H](CO)[C@@H](c3ccc(C#Cc4cccnc4)cc3)[C@@H]2C1	4.1
O=C(C1CCOCC1)N1CC(=O)N2[C@H](CO)[C@@H](c3ccc(Br)cc3)[C@H]2C1	0.54
COc1ccc(NC(=O)N2C[C@H](O)COC[C@@H]3O[C@@H](CC(=O)NCc4ccncn4)CC[C@H]32)cc1	-0.9
CO[C@H]1CN(C)C(=O)c2ccc(NC(=O)c3cccc(F)c3)cc2OC[C@H](C)NC[C@@H]1C	0.65

Laid out differently: two of the compounds above.
> COc1ccc(C(=O)N2C[C@@H]3[C@H](c4ccccc42)[C@@H](CO)N3Cc2ccccc2Cl)cc1
  IDE exosite inh: 1.9
> CN(C)C(=O)c1ccc(-c2ccc([C@H]3[C@H](CO)N4CCCCN(CCC(F)(F)F)C[C@@H]34)cc2)cc1
  IDE exosite inh: 1.2

Continued.
SMILES	IDE exosite inh
Cc1cccc(S(=O)(=O)N2CCCCN3[C@H](C2)[C@H](c2ccc(C#C[C@@H](C)O)cc2)[C@@H]3CO)c1	0.19
C/C=C/c1ccc([C@H]2[C@@H](CO)N(C(C)=O)[C@@H]2CN(CCC)C(=O)C2CCC2)cc1	2.7
O=C(C[C@@H]1CC[C@@H](NC(=O)c2cccnc2)[C@H](CO)O1)NCc1ccc(Cl)c(Cl)c1	-0.58
C/C=C/c1ccc([C@H]2[C@@H](CO)N(S(C)(=O)=O)[C@@H]2CN(CC)C(=O)CC)cc1	2.8
CCCNC(=O)N1[C@H](CO)[C@H](c2ccc(C3=CCCC3)cc2)[C@@H]1CN(C)C(C)=O	2.1
C/C=C/c1ccc([C@H]2[C@H](CO)N3C(=O)CN(C(=O)c4cccc(F)c4)C[C@@H]23)cc1	0.74
O=C(NC1CCCC1)N1CCCCN2[C@H](C1)[C@@H](c1ccc(-c3cncnc3)cc1)[C@@H]2CO	3.6
CN1C[C@H]2[C@@H](c3ccccc31)[C@@H](CO)N2C(=O)c1cccnc1	2.3

Quoted from the listing.
Under IDE exosite inh, C/C=C/c1ccc([C@H]2[C@@H](CO)N(S(C)(=O)=O)[C@@H]2CN(CC)C(=O)CC)cc1 has the entry 2.8
Under IDE exosite inh, CCCNC(=O)N1[C@H](CO)[C@H](c2ccc(C3=CCCC3)cc2)[C@@H]1CN(C)C(C)=O has the entry 2.1
Under IDE exosite inh, C/C=C/c1ccc([C@H]2[C@@H](CO)N(C(C)=O)[C@@H]2CN(CCC)C(=O)C2CCC2)cc1 has the entry 2.7

Going on with the list:
SMILES	IDE exosite inh
Cc1ccccc1-c1ccccc1[C@@H]1[C@H](C#N)N(C(=O)c2ccc(F)cc2)[C@H]1CO	1.5
COCC#Cc1ccc([C@H]2[C@@H](CO)N3CCCCN(C(=O)NC4CCCC4)C[C@H]23)cc1	-0.34
COc1ccccc1-c1ccc([C@H]2[C@@H](CO)N3CCCCN(C(=O)CN4CCOCC4)C[C@@H]23)cc1	0.41
CCC(=O)N1CC(=O)N2[C@H](CO)[C@@H](c3ccc(-c4ccc(C#N)cc4)cc3)[C@@H]2C1	-0.89
O=S(=O)(c1ccccc1)N1CCCCN2[C@H](CO)[C@H](c3ccc(C#Cc4ccccc4)cc3)[C@H]2C1	1.9
O=C(c1cccnc1)N1C[C@@H]2N[C@H](C1)C2c1ccc(-c2ccccc2)cc1 (some centres undefined)	-2.8
O=C(c1cnccn1)N1CC(=O)N2[C@H](CO)[C@@H](c3ccc(C#CC4CCCCC4)cc3)[C@@H]2C1	-0.43
O=C(NC1CCCC1)N1CCCCN2[C@H](C1)[C@@H](c1ccc(/C=C/c3ccccc3)cc1)[C@@H]2CO	-9.6*
COc1ccc2c3c(n(C)c2c1)[C@@H](CO)N(Cc1cccnc1)CC31CCN(C(=O)NC(C)C)CC1	-5.9*
COCC#Cc1ccc([C@H]2[C@H]3CN(C(=O)CN4CCOCC4)CC(=O)N3[C@H]2CO)cc1	0.023
O=C(NC[C@H]1[C@@H](c2ccccc2)[C@H](CO)N1Cc1cccnc1)c1ccccn1	-1.6
O=S(=O)(NC[C@@H]1N[C@@H](CO)[C@H]1c1ccccc1)c1ccccc1	0.1
O=C(c1cccc(F)c1)N1CC(=O)N2[C@H](C1)[C@H](c1ccc(C3=CCCC3)cc1)[C@@H]2CO	0.22
C[C@@H]1CCCCO[C@@H](CN(C)Cc2ccc(C(=O)O)cc2)[C@@H](C)CN([C@H](C)CO)C(=O)c2cc(N(C)C)ccc2O1	0.2
CC(=O)N1CCCCN2[C@H](C1)[C@H](c1ccc(-c3ccc(C)cc3)cc1)[C@@H]2CO	-1.8
C(=C\c1ccc(C2[C@H]3CNC[C@@H]2N3Cc2ccccn2)cc1)/c1ccccc1 (some centres undefined)	-3.8*!
C[C@@H]1CN([C@H](C)CO)C(=O)c2cc(C3=CCCC3)cnc2O[C@H]1CN(C)C(=O)Nc1ccc(C(F)(F)F)cc1	-1.1
CO[C@@H]1CC[C@H]2CCOc3ccc(C#N)cc3C(=O)N(C)[C@H](C)C(=O)N(C)C[C@H]1O2	0.87
C/C=C/c1ccc([C@@H]2[C@@H](CNC(=O)CC)N(C(=O)CC)[C@H]2CO)cc1	0.69
CO[C@H]1CN(C)C(=O)c2cccc(C#N)c2OCC[C@H]2CC[C@@H](OC)[C@H](CN(C)C(=O)[C@@H]1C)O2	-0.097
CN1C(=O)c2cc(NC(=O)c3cnccn3)ccc2OC[C@H]2O[C@H](CC(=O)NCC3CCCCC3)CC[C@@H]21	0.21
COc1ccccc1-c1ccc([C@@H]2[C@H](C#N)N[C@H]2CO)cc1	-1.6
O=C(c1ccc2c(c1)OCO2)N1C[C@@H]2N[C@H](C1)C2c1ccc(-c2cncnc2)cc1 (some centres undefined)	-0.62
O=C(Nc1cccc(F)c1)N1C[C@@H]2N[C@H](C1)C2c1ccc(-c2cncnc2)cc1 (some centres undefined)	1.4
O=C(NC[C@@H]1[C@H](c2ccccc2)[C@@H](CO)N1CC1CCCC1)c1cccnc1	1.8
CN1C(=O)c2cc(NS(=O)(=O)c3cccc(F)c3)ccc2OC[C@@H]2O[C@@H](CC(=O)NCCN3CCCCC3)CC[C@H]21	0.39
N#C[C@@H]1[C@@H](c2ccc(-c3ccccc3)cc2)[C@H](CO)N1C(=O)Cc1ccccc1	3.9
O=C(C1CCOCC1)N1CC(=O)N2[C@H](CO)[C@H](c3ccc(C#CC4CC4)cc3)[C@H]2C1	-1.2
C[C@@H]1CCCCO[C@H](CN(C)C(=O)Nc2ccc3c(c2)OCO3)[C@H](C)CN([C@H](C)CO)C(=O)c2cc(NS(=O)(=O)c3ccc(F)cc3)ccc2O1	1.2
CN1C(=O)c2cc(NC(=O)c3cccc(F)c3)ccc2OC[C@@H]2O[C@H](CC(=O)NCc3ccccc3Cl)CC[C@@H]21	-0.41
O=C(Nc1cccc(F)c1)N1CCCCN2[C@H](CO)[C@@H](c3ccc(C#CC4CC4)cc3)[C@@H]2C1	5.4
CNC[C@H]1OCCCC[C@@H](C)Oc2ccc(NS(=O)(=O)c3ccc(F)cc3)cc2C(=O)N([C@H](C)CO)C[C@H]1C	0.48
Cc1cccc(-c2ccc([C@@H]3[C@H](CO)N4C(=O)CN(C(=O)c5ccccc5)C[C@@H]34)cc2)c1	-4.6*
CO[C@H](CN(C)Cc1cc(F)ccc1F)[C@H](C)CN(C(=O)Nc1ccc(C(F)(F)F)cc1)[C@H](C)CO	2.2
O=C(c1ccc(F)cc1)N1CC(=O)N2[C@@H](CO)[C@H](c3ccc(/C=C/c4ccccc4)cc3)[C@@H]2C1	-5.3*
O=C(C[C@H]1C[C@@H]2c3cc(NC(=O)CC4CC4)ccc3O[C@@H]2[C@@H](CO)O1)NCC1CC1	0.39
C[C@H]1CCCCO[C@H](CN(C)C(=O)CCCN(C)C)[C@@H](C)CN([C@@H](C)CO)C(=O)c2cc(NC(=O)Nc3ccc4c(c3)OCO4)ccc2O1	0.56
COCC#Cc1ccc([C@@H]2[C@@H](CO)N3CCCCN(C(=O)NC4CCCC4)C[C@@H]23)cc1	-1
O=C(c1cnccn1)N1CC(=O)N2[C@@H](CO)[C@H](c3ccc(C#CCc4ccccc4)cc3)[C@@H]2C1	0.7

Fetched by structure from the list above, six records:
SMILES	IDE exosite inh
CO[C@H](CN(C)Cc1cc(F)ccc1F)[C@H](C)CN(C(=O)Nc1ccc(C(F)(F)F)cc1)[C@H](C)CO	2.2
COCC#Cc1ccc([C@@H]2[C@@H](CO)N3CCCCN(C(=O)NC4CCCC4)C[C@@H]23)cc1	-1
O=C(c1cnccn1)N1CC(=O)N2[C@@H](CO)[C@H](c3ccc(C#CCc4ccccc4)cc3)[C@@H]2C1	0.7
Cc1cccc(-c2ccc([C@@H]3[C@H](CO)N4C(=O)CN(C(=O)c5ccccc5)C[C@@H]34)cc2)c1	-4.6*
O=C(C[C@H]1C[C@@H]2c3cc(NC(=O)CC4CC4)ccc3O[C@@H]2[C@@H](CO)O1)NCC1CC1	0.39
O=C(c1ccc(F)cc1)N1CC(=O)N2[C@@H](CO)[C@H](c3ccc(/C=C/c4ccccc4)cc3)[C@@H]2C1	-5.3*

A portion of the library. The share of hits here may be higher or lower than overall.
